GASC-1 inh – blocks human GASC-1 demethylase activity; GST-JMJD2C(1-420) H3K9me3 demethylation, DELFIA europium; Q9H3R0; AID 2099; inhibition, % at 2.35 µM; actives 0.069% (n = 330,000);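 active = more than half of a compound's replicate wells show inhibition beyond 50%, single wells judged on their own value; inconclusive = some, but no more than half, of replicates pass 50% inhibition; inactive = no replicate passes 50% inhibition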;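 also: signal counts dimethyl H3K9 product captured on neutravidin plate; 0% = median of DMSO wells and 100% = 0.3 times that DMSO median; strong numbers were not always called active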
Target sequence (Q9H3R0 1-420 limits assumed): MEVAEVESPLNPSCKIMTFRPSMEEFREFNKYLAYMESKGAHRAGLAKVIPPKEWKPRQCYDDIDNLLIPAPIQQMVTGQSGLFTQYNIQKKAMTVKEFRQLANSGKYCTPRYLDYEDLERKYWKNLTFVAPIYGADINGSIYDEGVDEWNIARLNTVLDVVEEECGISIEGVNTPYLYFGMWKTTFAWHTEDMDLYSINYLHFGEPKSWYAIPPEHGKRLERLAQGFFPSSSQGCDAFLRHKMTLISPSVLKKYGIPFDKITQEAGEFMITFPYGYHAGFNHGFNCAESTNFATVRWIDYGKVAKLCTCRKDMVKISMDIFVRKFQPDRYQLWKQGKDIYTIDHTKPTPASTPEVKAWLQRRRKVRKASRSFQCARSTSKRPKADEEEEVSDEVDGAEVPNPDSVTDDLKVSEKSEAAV
PP1 counter – blocks human PP1-alpha phosphatase, a PP5 counter-screen. P62136. purified PP1alpha, OMFP fluorescence. inhibition, % at 6.7 µM. actives 0.9% (n = 320,000). AID 2235;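 active = inhibition above the mean inhibition of all tested compounds plus 3 SD, computed separately for each screening campaign, cut at about 15% in these data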
Target sequence (P62136 whole entry, looked up): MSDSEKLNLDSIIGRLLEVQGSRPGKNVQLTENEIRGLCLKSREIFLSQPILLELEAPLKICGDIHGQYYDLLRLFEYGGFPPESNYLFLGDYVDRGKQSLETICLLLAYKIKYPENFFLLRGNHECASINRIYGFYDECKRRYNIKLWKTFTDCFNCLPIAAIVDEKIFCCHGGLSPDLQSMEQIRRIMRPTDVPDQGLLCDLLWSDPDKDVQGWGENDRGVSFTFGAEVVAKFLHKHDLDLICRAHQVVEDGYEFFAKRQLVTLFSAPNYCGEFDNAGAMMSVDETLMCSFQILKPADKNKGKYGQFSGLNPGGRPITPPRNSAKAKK
Efflux pump mplx – blocks antifungal efflux pumps in multiplex yeast assay; AID 485275; inhibition, % at 10 µM; actives 0.44% (n = 330,000); S. cerevisiae Candida pump triplex, Nile Red efflux;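 active = plate passing quality check with inhibition over a set limit, or well fluorescence over plate mean plus 4 SD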;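 also: Nile Red retained in pooled yeast measured as flow cytometry median fluorescence; 0% = buffer negative control and 100% = Enniatin B positive control; higher means more Nile Red kept so more efflux inhibition; some compounds called inactive have numbers as strong as hits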
PP5 primary – inhibitors of human protein phosphatase 5 (PP5). actives 0.18% (n = 320,000). AID 1987. P53041. purified PP5c, OMFP substrate fluorescence. inhibition, % at 6.7 µM;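 active = inhibition above the campaign's mean inhibition across all tested compounds plus 3 SD, cut at about 9.5% in these data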;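 also: 0% = DMSO only and 100% = 100 µM cantharidin control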
LYPLA2 counter – counter-screen for PME1 inhibitors: inhibitors of human LYPLA2 | O95372 | recombinant LYPLA2, FP-Rh probe fluorescence polarization | inhibition, % at 5.9 µM | actives 0.38% (n = 320,000) | AID 2177;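 active = inhibition above the screen-wide mean plus 3 SD, limit set per campaign, cut at about 26% in these data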;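 also: 0% = LYPLA2 with DMSO and 100% = wells lacking LYPLA2 enzyme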
Target sequence (O95372 whole entry, looked up): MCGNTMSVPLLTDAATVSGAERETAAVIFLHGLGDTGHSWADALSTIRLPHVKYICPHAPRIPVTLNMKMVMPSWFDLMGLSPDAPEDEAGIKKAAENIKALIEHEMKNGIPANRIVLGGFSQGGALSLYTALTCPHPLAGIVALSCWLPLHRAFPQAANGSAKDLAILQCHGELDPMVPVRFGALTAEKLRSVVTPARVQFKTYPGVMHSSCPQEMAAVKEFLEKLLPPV
Fh CTSL1 inh – cathepsin L1 inhibition, PFM18AAP counter-screen | recombinant F. hepatica cathepsin L1, Z-Leu-Arg-MCA fluorescence | inhibition, % at 5.96 µM | actives 0.49% (n = 300,000) | AID 1906;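 active = inhibition above the mean of all tested compounds plus 3 SD, set per screening campaign, cut at about 17% in these data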;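 also: 0% = plate median of test compound wells and 100% = 1 µM Z-Phe-Ala-diazomethylketone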
TPT1 inh – inhibitors of Candida albicans tRNA 2'-phosphotransferase TPT1 | actives 0.81% (n = 300,000) | recombinant caTPT1, FP RNA substrate dephosphorylation | inhibition, % at 5 µM;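 active = inhibition above the mean of all tested compounds plus 3 SD, set per screening campaign, cut at about 24% in these data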;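 also: plate controls were DMSO alone for no effect and ferristatin control at 100 nM for full effect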
HCV core dimer – HCV core protein dimerization inhibition | AID 1899 | TR-FRET GST/Flag-core106 dimerization, 1536-well | inhibition, % at 5 µM | actives 0.33% (n = 300,000);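 active = inhibition above the mean of all tested compounds plus 3 SD, set per screening campaign, cut at about 45% in these data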
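test system = GST/Flag-tagged HCV core106 proteins | probe or stimulus = Eu donor and XL665 acceptor anti-tag antibodies | times = compound-protein-antibody incubation 4 h at 22.5 °C | signal = TR-FRET, excitation 340 nm, emission 617 and 671 nm | measure = percent inhibition of core106 dimerization signal | controls = wells lacking GST-core106 and wells with excess unlabelled core106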
PREPL inhibitor – inhibitors of human prolyl oligopeptidase-like enzyme PREPL. recombinant PREPL, fluorescence polarization activity-based probe. AID 2751. inhibition, % at 5.96 µM. actives 0.68% (n = 320,000). Q4J6C6; in the data active = inhibition above about 43%;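 also: 0% = enzyme with DMSO and 100% = wells lacking enzyme; many of its hits are not listed in these tables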
Numbers without * were called inactive; ? = inconclusive; · = not tested or not shown.

1: CCN(C(=O)CCCCC(=O)N(CC)c1ccccc1)c1ccccc1
2: CS(=O)(=O)N(CC(=O)N1CCCC1)c1ccc(Cl)cc1Cl
3: CCC(CC)C(=O)Nc1cc(OC)c(OC)cc1C(=O)O
4: CC(C)N(C(=O)CSc1nc(COc2ccccc2)nc2ccccc12)C(C)C
5: O=c1ccnc(Nc2ccc3c(c2)OCCO3)[nH]1
6: CCCS(=O)(=O)N1CCN(Cc2ccc([N+](=O)[O-])cc2)CC1
7: CC(Oc1ccccc1)C(=O)N1CCN=C1SCc1cccc(F)c1 (stereo not given)
8: Cc1ccc2nc(C)/c(=N\O)c(C)nc2c1
9: O=C1/C(=C/c2cccs2)SC(=S)N1CCC(=O)N1CCCCC1CCO (stereo not given)
10: CCc1c(C)sc(NC(=O)c2cccs2)c1C#N

Compound,1,2,3,4,5,6,7,8,9,10
GASC-1 inh,-1,-9,0,·,?,-2,13,1,83,-10
PP1 counter,-2,1,-2,0,-1,-1,1,-4,3,3
Efflux pump mplx,0.0,-0.3,0.1,0.2,0.1,0.8,0.1,-0.3,0.1,-0.3
PP5 primary,-4.0,1.3,-1.0,1.4,-3.0,5.8,3.6,1.1,0.5,3.9
LYPLA2 counter,1,-3,1,2,-1,6,4,7,-1,-8
Fh CTSL1 inh,3,-1,1,2,-6,-1,-1,4,-1,-1
TPT1 inh,2,1,-1,4,0,-2,-1,-4,8,19
HCV core dimer,2,-4,7,13,-4,-14,0,-6,3,-11
PREPL inhibitor,3,-4,1,8,-9,3,1,17,33,12

11: CC(=O)Nc1cccc(NC(=O)CCc2ccccc2)c1
12: CCOC(=O)C(C)n1cnc2c(nnn2-c2cccc(OC)c2)c1=O (stereo not given)
13: O=C(Nc1ccc(F)c([N+](=O)[O-])c1)C1CCCO1 (stereo not given)
14: CCOC(=O)c1csc(NC(=O)c2cc(OC)c(OC)c(OC)c2)n1
15: O=C(CCC1CCCN(C(=O)c2ccc(F)c(F)c2)C1)N1CCN(c2ccccn2)CC1 (stereo not given)
16: C#CCOc1c(Br)cc(/C=N/O)cc1OCC
17: COc1ccc(S(=O)(=O)N2CCCC2)cc1C(=O)N1CCCCC1
18: CCOc1ccc(NC(=O)CN2CCN(CC(=O)Nc3ccc(OC)cc3)CC2)cc1
19: O=C(CSc1ccccc1)Nc1nc2ccccc2[nH]1
20: Cc1nc2cncc(Br)c2n1C

Compound,11,12,13,14,15,16,17,18,19,20
GASC-1 inh,-12,-5,36,26,2,193,-3,9,-2,-2
PP1 counter,-1,-2,-5,1,-2,4,-4,1,4,-2
Efflux pump mplx,-0.1,-0.2,0.0,-0.1,0.3,-0.1,-0.1,0.0,0.0,0.0
PP5 primary,0.6,0.4,1.4,1.7,-0.7,0.9,-2.1,-1.3,-0.7,3.4
LYPLA2 counter,8,2,-2,0,-2,-1,2,-4,4,-2
Fh CTSL1 inh,-4,-3,0,0,-2,-3,-2,2,2,-4
TPT1 inh,-4,1,-2,-7,-1,-3,0,0,-4,-5
HCV core dimer,-8,-1,-1,-5,-5,4,8,-3,-5,5
PREPL inhibitor,1,-6,-2,-2,8,-7,4,5,-16,8

21: Cc1ccc(C(=O)NCc2ccccn2)cc1Cl
22: O=Cc1sc(Nc2ccccc2)nc1Cl
23: Brc1ccccc1OCCNCc1ccccc1
24: O=C(NCCCN1CCOCC1)c1ccccc1NS(=O)(=O)c1ccc(Br)cc1
25: CC1CCCCC12NC(=O)N(CC(=O)OCC(=O)N(C)C1CCCCC1)C2=O (stereo not given)
26: CC1(C)CSC(=NCCc2ccccc2)N1C(=O)c1ccc(C#N)cc1
27: COCCN(C(=O)COC(=O)c1nc(Cl)ccc1Cl)c1c(N)n(Cc2ccccc2)c(=O)[nH]c1=O
28: O=C(CCN1C(=O)/C(=C\c2cccs2)SC1=S)Nc1ccccn1
29: Cc1cccc(NC(=O)CNC(=O)C23CC4CC(CC(Cl)(C4)C2)C3)n1
30: CCc1nnc(NC(=O)c2sc3nc4c(cc3c2N)CCCCC4)s1

Compound,21,22,23,24,25,26,27,28,29,30
GASC-1 inh,-9,8,-3,3,3,0,-5,1,-32,-1
PP1 counter,-6,-4,2,-3,-4,2,4,-1,-1,2
Efflux pump mplx,0.0,-0.2,-0.1,-0.1,-0.2,-0.7,-0.1,-0.2,0.2,-0.5
PP5 primary,3.0,-5.4,1.5,0.7,3.6,-0.6,-1.4,1.7,0.9,2.0
LYPLA2 counter,-5,-6,8,6,2,-5,1,-3,-11,3
Fh CTSL1 inh,-5,8,-1,-6,·,1,0,-3,-7,3
TPT1 inh,-2,76*,-5,0,·,1,0,32*,3,-2
HCV core dimer,13,11,-4,-1,·,-2,-11,8,2,-8
PREPL inhibitor,4,-1,-10,-5,19,-6,18,-2,-6,19

Three entries already listed, arranged by their value in TPT1 inh, low to high:
nr | mol | GASC-1 inh | Efflux pump mplx | PP5 primary | TPT1 inh | HCV core dimer | PREPL inhibitor
21 | Cc1ccc(C(=O)NCc2ccccn2)cc1Cl | -9 | 0.0 | 3.0 | -2 | 13 | 4
24 | O=C(NCCCN1CCOCC1)c1ccccc1NS(=O)(=O)c1ccc(Br)cc1 | 3 | -0.1 | 0.7 | 0 | -1 | -5
22 | O=Cc1sc(Nc2ccccc2)nc1Cl | 8 | -0.2 | -5.4 | 76* | 11 | -1

More entries
31: CCCCSc1nnc(-c2ccc(OC)cc2)n1C
32: O=C(CSc1nc2ccccc2c(=O)n1-c1ccccc1Cl)Nc1cccc(S(=O)(=O)N2CCOCC2)c1
33: CCNC(=S)NNC(=O)c1ccncc1
34: CN(C)[C@@H]1C(=O)C(C(N)=O)=C(O)[C@@]2(O)C(=O)C3=C(O)c4c(O)ccc(Cl)c4[C@@H](O)[C@H]3C[C@@H]12
35: CC(C)C(=O)OCC(=O)Nc1ccc2c(c1)CCC2
36: Cc1cc(C)nc(SCC(=O)Nc2ccc(N3CCOCC3)c(Cl)c2)n1
37: CC(=O)Nc1ccc2c(CSc3nnc(N)s3)cc(=O)oc2c1
38: COc1cccc(C(=O)/C=C/Nc2ccc(S(=O)(=O)Nc3onc(C)c3C)cc2)c1
39: O=C(NCCc1ccc(F)cc1)C(=O)NCC1CCCN1S(=O)(=O)c1ccccc1 (stereo not given)
40: CN1CCCC(CC2c3ccccc3Sc3ccccc32)C1 (stereo not given)

Compound,31,32,33,34,35,36,37,38,39,40
GASC-1 inh,-1,-7,-2,-45,8,-4,0,-4,19,·
PP1 counter,-2,3,-4,6,2,-2,-4,-2,-2,5
Efflux pump mplx,0.0,0.0,-0.1,0.1,-0.1,0.0,-0.1,0.0,-0.1,0.0
PP5 primary,0.5,4.9,-1.9,1.3,4.1,-2.2,-0.6,-0.4,-0.8,0.6
LYPLA2 counter,-1,-38,-2,-6,6,3,3,-6,-1,6
Fh CTSL1 inh,1,-2,4,1,-11,5,0,7,0,2
TPT1 inh,-3,2,0,0,2,-3,-1,-3,0,2
HCV core dimer,-3,18,-4,11,-3,2,3,11,1,-7
PREPL inhibitor,1,-10,3,7,-28,12,1,2,9,-47

41: O=C(N/C(=C\c1cccs1)C(=O)N1CCOCC1)c1ccco1
42: Cc1cccc(C)c1NC(=O)COC(=O)c1c(C)nn(-c2ccccc2)c1C
43: CCNC(=O)Nc1cc2nc(C)n(Cc3ccc(Br)cc3)c2nc1C
44: Cc1ccccc1OCc1nnc(SCC(=O)Nc2ccc3c(c2)oc2ccccc23)n1C
45: c1ccc(Oc2cc(-n3cccn3)ncn2)cc1
46: COC(=O)c1cc(COc2ccc3ccc(=O)oc3c2)c(C)o1
47: CNC(=O)/C(C#N)=C/c1cc(C)n(-c2ccc(N3CCOCC3)cc2)c1C
48: Cc1ccsc1/C=N/NS(=O)(=O)c1ccc([N+](=O)[O-])cc1
49: Cc1cc(OCc2nnc(SC(C)C(=O)O)n2-c2ccccc2)ccc1Cl (stereo not given)
50: Cc1cc(C)c(C(=O)/C=C/c2ccc3c(c2)OCO3)c(=O)[nH]1

Compound,41,42,43,44,45,46,47,48,49,50
GASC-1 inh,-2,·,-19,118,25,3,4,-2,-2,1
PP1 counter,6,-1,-3,4,3,-25,0,0,3,5
Efflux pump mplx,-0.1,0.3,-0.1,0.4,0.0,0.1,0.1,-0.1,0.0,-0.1
PP5 primary,-0.6,1.0,2.2,1.2,1.7,2.1,-1.9,0.6,-11,1.1
LYPLA2 counter,2,7,4,-6,3,-2,-4,3,7,-3
Fh CTSL1 inh,2,·,0,2,-3,4,4,-1,10,0
TPT1 inh,1,·,1,1,-2,0,-3,-3,-3,1
HCV core dimer,-11,·,-8,4,-3,0,2,1,-1,4
PREPL inhibitor,-3,6,-78,-4,-8,3,-2,-6,-1,-3

Given with two lines to a compound: entries from further up.
Order of results – GASC-1 inh	PP1 counter	Efflux pump mplx	PP5 primary	LYPLA2 counter	Fh CTSL1 inh	TPT1 inh	HCV core dimer	PREPL inhibitor
[44] Cc1ccccc1OCc1nnc(SCC(=O)Nc2ccc3c(c2)oc2ccccc23)n1C
    118	4	0.4	1.2	-6	2	1	4	-4
[49] Cc1cc(OCc2nnc(SC(C)C(=O)O)n2-c2ccccc2)ccc1Cl (stereo not given)
    -2	3	0.0	-11	7	10	-3	-1	-1

The list continues.
51: COc1ccc(C(=O)Nc2cc(C(=O)NCCc3ccccc3)ccc2Cl)cc1
52: Cc1ccc(CN2C(=O)C(C)Nc3ncnc(N4CCN(c5ccccn5)CC4)c32)cc1 (stereo not given)
53: CCOc1ccc(-n2cc(-c3ccccc3)c3c(=O)[nH]cnc32)cc1
54: CN(Cc1ccccc1)C(=O)Cn1cccc1C(=O)c1ccccc1

Compound,51,52,53,54
GASC-1 inh,1,-1,-5,86
PP1 counter,-2,13,0,-1
Efflux pump mplx,-0.2,0.1,-0.2,0.1
PP5 primary,2.9,4.3,1.2,3.7
LYPLA2 counter,4,-1,1,1
Fh CTSL1 inh,-1,0,1,-1
TPT1 inh,-2,2,-3,-6
HCV core dimer,5,12,7,3
PREPL inhibitor,-4,-8,11,14

Not all compounds are listed, so the mix of outcomes need not match the whole.
